tuberculosis growth: growth inhibition of non-replicating M. tuberculosis (AID 488890); Mycobacterium tuberculosis non-replicating, growth inhibition; higher % means a stronger effect; one-dose inhibition, % at 25 µM; IC50 in µM for titrated hits; 0.39% of 320,000 active; in the data active = a potency from the dose series; inconclusive = inhibition mostly from about 82% at the one dose, without a potency; inactive = the rest, 99 in 100 with inhibition below about 76%;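 note: plate controls were DMSO cells for no effect and high antibiotic wells for full effect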
influenza NS1A: H1N1 influenza NS1A inhibitors, functional cell based assay (AID 504329) | NS1A functional cell-based assay, percent inhibition; higher % means a stronger effect | one-dose inhibition, % at 12.5 µM; IC50 in µM for titrated hits | 0.3% of 340,000 active; in the data active = a potency from the dose series; inconclusive = inhibition above about 27% without an active follow-up result; note: strong numbers were not always called active
inhibitors of VEEV: inhibitors of VEEV TC-83 cytopathic effect, confirmation, Vero cells (AID 588727); Vero cells, VEEV TC-83 cytopathic effect inhibition; higher % means a stronger effect; 0.13% of 350,000 active; inhibition, % at 20 µM; hits with a dose series show IC50 in µM; in the data active = a potency from the dose series; inconclusive = inhibition mostly from about 14% at the one dose, without a potency; inactive = the rest, 99 in 100 with inhibition below about 12%; note: strong numbers were not always called active
PhoP GFP inhibition: PhoP regulon inhibitors, Salmonella typhi PhoP promoter GFP reporter, confirmatory (AID 1850); inhibition, % at 50 µM, or IC50 in µM where a hit was titrated; Salmonella Typhi PhoP-promoter GFP reporter, fluorescence, 4 h; higher % means a stronger effect; 0.33% of 310,000 active; in the data active = a potency from the dose series; inconclusive = inhibition mostly from about 25% at the one dose, without a potency; inactive = the rest, 99 in 100 with inhibition below about 19%;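 note: 0% = induced wells with vehicle and 100% = uninduced wells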
H37Rv inhibition: M. tuberculosis growth inhibition, HTS (AID 449762); M. tuberculosis H37Rv growth inhibition, 7H9 media; higher % means a stronger effect; inhibition, % at 25 µM, or IC50 in µM where a hit was titrated; 0.59% of 330,000 active; in the data active = a potency from the dose series; inconclusive = inhibition above about 70% without an active follow-up result;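 note: bacterial growth assessed after seven days of incubation; strong numbers were not always called active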
inhibitors of VEEV 10K pilot screen: recorded beside inhibitors of VEEV, whose call it bears; inhibition, %; measured here: 10K pilot screen inhibition
* = called active by the depositor; i = inactive; ? = inconclusive; nt = not tested or not shown.

SMILES | tuberculosis growth | influenza NS1A | inhibitors of VEEV | PhoP GFP inhibition | H37Rv inhibition | others
Cc1ccc(-n2c(SCC(=O)N3CCN(c4ccccn4)CC3)nnc2N2CCCC2)cc1 | 30.1% | -8.4% | 4.2% | nt | 10.5%
O=C1OCCC1Sc1nnc(-c2ccccc2Cl)n1Cc1ccccc1 (stereo not given) | -3.4% | -1.4% | 1.2% | -0.8% | -5.7%
O=C(CN1CCCC1)NCc1ccccc1 | -7.5% | -7.2% | i | -0.1% | -0.8%
CN1CCC(C2(O)c3ccccc3CCc3ccccc32)CC1 | -3.6% | -5.1% | i | -5.8% | 11.3%
Cc1csc(SCC(=O)N2CCN(S(=O)(=O)c3ccccc3)CC2)n1 | -1.9% | 14.5% | 7.4% | 1.7% | -3.5%
O=C(c1cc(=O)[nH]c2ccccc12)N(Cc1nnc(-c2ccccc2Cl)o1)C1CC1 | 5.0% | -2.1% | 11.4% | 1.8% | -9.3%
N#Cc1ccc(OCC(=O)N/N=C2\CCc3ccccc32)cc1 | ? | 14.8% | 5.6% | 1.3% | 7.5% | inhibitors of VEEV 10K pilot screen=2.2
O=S(=O)(Cc1cnc(Cl)s1)c1ccccc1 | -2.1% | -2.4% | 1.3% | -0.5% | -9.5%
O=S(=O)(NCc1cn2ccsc2n1)c1ccc2c(c1)OCCO2 | -2.5% | 4.8% | 0.7% | -2.5% | 4.0%
O=C(Nc1cccc(Cl)c1)c1ccc2ncsc2c1 | 15.8% | 0.6% | 6.0% | 0.5% | 2.0%
CCOC(=O)N1CCN(C(=O)c2ccc3c(=O)n(-c4cc(OC)ccc4OC)c(=S)[nH]c3c2)CC1 | -5.2% | -2.2% | 1.5% | 7.1% | -0.1%
O=C(NCCCN1CCOCC1)c1ccc(CSc2ccc(Cl)cc2)cc1 | i | -11.2% | 44.3% | -12.4% | 7.3%

Filtered by structure, those above containing a Cl atom
SMILES | tuberculosis growth | influenza NS1A | inhibitors of VEEV | PhoP GFP inhibition | H37Rv inhibition | others
O=C1OCCC1Sc1nnc(-c2ccccc2Cl)n1Cc1ccccc1 (stereo not given) | -3.4% | -1.4% | 1.2% | -0.8% | -5.7%
O=C(c1cc(=O)[nH]c2ccccc12)N(Cc1nnc(-c2ccccc2Cl)o1)C1CC1 | 5.0% | -2.1% | 11.4% | 1.8% | -9.3%
O=S(=O)(Cc1cnc(Cl)s1)c1ccccc1 | -2.1% | -2.4% | 1.3% | -0.5% | -9.5%
O=C(Nc1cccc(Cl)c1)c1ccc2ncsc2c1 | 15.8% | 0.6% | 6.0% | 0.5% | 2.0%
O=C(NCCCN1CCOCC1)c1ccc(CSc2ccc(Cl)cc2)cc1 | i | -11.2% | 44.3% | -12.4% | 7.3%

Next entries follow:
SMILES | tuberculosis growth | influenza NS1A | inhibitors of VEEV | PhoP GFP inhibition | H37Rv inhibition | others
CCCc1ccc(-c2cc(NC(=O)CSc3nnc(N)s3)n(-c3ccccc3)n2)cc1 | 22.4% | 0.3% | 6.0% | 17.7% | 7.5%
O=C(Nc1ccccc1N1CCCCC1)c1ccc(F)c(S(=O)(=O)N2CCOCC2)c1 | -6.0% | -4.2% | 9.2% | 2.9% | -0.8%
C=C(c1ccc2nc(NC(=O)OC)[nH]c2c1)c1cccs1 | nt | 0.7% | 11.6% | nt | nt
COc1ccc(C2(C(N)=O)CCCCC2)cc1OC | 8.0% | -8.3% | 0.0% | 3.1% | 5.5%
O=C(c1ccc(COc2ccccc2Br)cc1)N1CCCCC1 | 38.3% | -5.2% | 0.8% | 9.3% | 12.8%
COc1ccc(N2CCN(C(=O)c3cn(C4CCCC4)c(=O)c4c3c3ccccc3n4C)CC2)cc1 | nt | 17.3% | 7.2% | 4.7% | -5.1%
CC(=O)N1c2ccc(S(=O)(=O)N3CCCC3C(=O)NCc3ccc(Cl)cc3)cc2CC1C (stereo not given) | 17.4% | 0.6% | i | 11.8% | 2.8%
O=c1cc(O)c2sc3nc(-c4cccnc4)cc(C(F)(F)F)c3c2[nH]1 | 55.7% | 6.7% | 11.2% | 3.5% | 15.6µM*
Cn1c2ccc(F)cc2c2nnc(SCCN3CCOCC3)nc21 | nt | -11.5% | 4.6% | nt | nt
COc1cccc(NC(=O)CN(C)C(=O)Cc2cccc3ccccc23)c1 | 10.1% | -10.2% | 3.8% | nt | -1.1%
Cc1cc(Br)c(NC(=O)COC(=O)CC2CC3CCC2C3)c(Br)c1 (stereo not given) | 64.0% | -7.3% | 0.2% | nt | 3.7%
Cc1cc(C(=O)CSc2nnc(-c3ccccc3)n2C)c(C)n1C | 13.2% | -13.3% | i | -3.6% | -16.0%
COC1CCC2(C)C(=CCC3C4CC(O)CC4(C)CCC32)C1 (stereo not given) | nt | -14.7% | 4.0% | nt | nt
CN(c1ccccc1)S(=O)(=O)c1ccc(C(=O)NCCc2ccccc2)cc1 | 5.7% | 7.1% | 2.3% | -9.9% | 9.2%
NC(CC(=O)O)c1ccc(F)cc1 (stereo not given) | -2.9% | -4.4% | i | 10.0% | 1.5%
COc1ccc(C(=O)N2CCN(C(=O)C3CCCO3)CC2)cc1[N+](=O)[O-] (stereo not given) | -3.9% | -4.0% | i | nt | -3.4%
COc1ccc(C(=O)NCC(C)(C)SCc2c(C)cc(C)cc2C)cc1 | 14.6% | 6.2% | i | -1.2% | -0.6%
C#CCNC(=O)C1=C[C@@H](C)C[C@@H](OCc2ccc(CO)cc2)O1 | 0.8% | -3.1% | 1.7% | 9.1% | 2.2%
Cc1ccccc1Nc1nc(-c2cccnc2)cs1 | 31.3% | -4.6% | 4.9% | -4.7% | -1.8%
CCn1ncc(CN2CCCC(CNC(=O)c3ccc(F)cc3)C2)c1C (stereo not given) | 0.7% | 4.9% | 1.7% | -3.7% | -5.7%
CCOC(=O)c1c(C)[nH]c(C(=O)Cn2nnc(-c3ccccc3Cl)n2)c1C | 3.5% | 5.5% | 3.9% | 3.7% | -5.9%
CCN(CC)C(=O)c1cn(-c2ccccc2)nc1-c1ccc2c(c1)OCCO2 | 19.8% | -0.1% | 5.7% | 9.3% | 44.8%
COc1ccc(/C=N/NC(=O)c2cc(C34CC5CC(CC(C5)C3)C4)[nH]n2)cc1O | 36.6% | 5.4% | 5.4% | -1.5% | 7.9%
C=CC(=O)NN(C)c1ncc(C(F)(F)F)cc1Cl | -0.5% | -5.7% | 0.6% | 6.9% | -0.9%
C=CCn1c(O)c(/C=N/NC(=O)CCCC)c(=O)[nH]c1=S | 26.1% | 7.1% | 0.2% | -8.8% | 5.7%
CCCOc1ccc(Oc2cc(C)nc(SC)n2)nn1 | 1.0% | -2.8% | 1.5% | -10.1% | 8.0%
O=C(CCN1C(=O)/C(=C/c2ccccc2)SC1=S)NNC(=O)c1cccnc1 | -14.6% | -4.0% | 2.5% | -1.6% | 4.3%
Cc1ccc(S(=O)(=O)N2CCOCC2)cc1C(=O)NC1CCCC(C)C1C (stereo not given) | 1.7% | -0.6% | 0.5% | -3.0% | -7.1%
CC(CCc1ccccc1)NC(=O)c1ccccc1F (stereo not given) | ? | -3.6% | i | 0.4% | -0.8%
CC(=O)N[C@@H](Cc1c[nH]c2ccccc12)C(=O)OCC(=O)NCc1ccc2c(c1)OCO2 | 6.3% | 1.4% | 2.8% | -4.0% | 3.3%
COc1ccccc1N1C(=O)C(Cl)=C(Nc2ccccc2O)C1=O | nt | 7.2% | 1.1% | nt | nt
O=C(NCCC1=CCCCC1)C1CCN(S(=O)(=O)c2cccc3cccnc23)CC1 | nt | 2.4% | 6.1% | 12.3% | 7.0%
O=C1NC(=O)N(c2ccc3c(c2)OCO3)C(=O)/C1=C\c1ccsc1 | -0.2% | nt | ? | -2.4% | 1.3%
S=C(NCc1ccco1)N1CCOCC1 | -5.3% | -3.2% | 0.3% | -8.6% | 4.0%
CCCN(CC(=O)Nc1ccccc1OC)C(=O)CCCN1C(=O)c2ccccc2C1=O | 8.1% | -4.2% | 0.5% | -0.3% | -0.8%
CCOC(=O)C1=C(C)Nc2[nH]c(=O)[nH]c(=O)c2C1c1cccs1 (stereo not given) | nt | -5.6% | 0.2% | -3.6% | -6.5%
CCC1Nc2ncnc(N3CCN(c4ccccc4)CC3)c2N(Cc2ccc(Br)cc2)C1=O (stereo not given) | 31.9% | 6.2% | 1.6% | -12.1% | 12.5%
C/C(=N\NS(=O)(=O)c1ccc(Br)cc1)c1cccs1 | -3.4% | 6.6% | 4.7% | -8.4% | 0.5%
O=C(O)c1csc(Br)c1Br | 2.3% | -6.0% | 2.1% | -28.6% | 4.3%
C=CCn1c(O)c(N=NC(=S)Nc2ccccc2F)c2ccccc21 | 36.1% | 6.2% | 49.0% | -10.1% | 45.6%
Cc1ccc(NC(=O)NCc2ccc3c(c2)OCO3)cc1 | 6.5% | -0.1% | 5.3% | -2.9% | -1.0%
CC(Oc1ccccc1)C(=O)OCC(=O)NC(=O)NC1CCCCC1 (stereo not given) | 29.8% | -7.0% | 1.3% | nt | -2.6%
O=C(NCCc1ccccc1)C(c1ccc(F)cc1)N(C(=O)c1csnn1)C1CC1 (stereo not given) | 3.6% | 5.7% | i | -9.4% | -8.2%
O=P(Oc1ccccc1)(Oc1ccccc1)C(O)c1ccccc1 (stereo not given) | 2.0% | 5.0% | 1.3% | -10.4% | -0.3%
O=C(N/C(=C\c1ccc([N+](=O)[O-])cc1)C(=O)N1CCOCC1)c1ccco1 | -7.8% | -8.6% | i | 5.7% | 2.4%
Cc1nn(-c2ccccc2)c(Cl)c1C1C(C#N)=C(N)OC2=C1C(=O)CC(C)(C)C2 (stereo not given) | 15.5% | -3.1% | 3.1% | 11.5% | 6.8%
CCO/N=C(/C)c1c(O)c(C)c(-c2ccccc2)n(-c2ccccc2)c1=O | 29.0% | 11.7% | i | 12.1% | 14.0%
Cn1c(=O)n(C)c2cc(NC(=O)Cc3ccccc3[N+](=O)[O-])ccc21 | -4.5% | -21.0% | 0.8% | -6.0% | 3.6%
COc1cc(C2C(C#N)=C(N)Oc3c2oc(CO)cc3=O)ccc1OC(C)C (stereo not given) | -6.6% | -4.2% | i | 4.2% | -1.6%
Cc1ccc(-n2c(SCC(=O)N3CCOCC3)nnc2-c2cccnc2)cc1 | -5.9% | 7.8% | 2.9% | -2.8% | -25.7%
CCOc1ccc(CN2CCN(C3CCC3)CC2CCO)cc1 (stereo not given) | -6.4% | -4.0% | 0.8% | -2.9% | -0.7%
CCOC(=O)N1CCN(CC(=O)Nc2sccc2C#N)CC1 | -5.2% | -3.4% | 0.3% | -0.3% | -4.8%
O=C1c2ccccc2NC(c2cccc(O)c2)N1NS(=O)(=O)c1ccccc1 (stereo not given) | 8.3% | 1.6% | 1.7% | 2.8% | 6.1%
CC(C)C[C@H]1CN=C(N(C)C)N1CC1CCCCCC1 | 29.4% | 5.3% | i | -3.4% | 2.6% | inhibitors of VEEV 10K pilot screen=0.0
CNCc1nc2ccccc2[nH]1 | 19.4% | 1.3% | i | 0.2% | 1.4%
CCOc1ccc(C(=O)Nc2ccc(NC(=O)c3ccccc3)cc2)cc1Br | -5.7% | -7.1% | 1.1% | 4.6% | 2.3%
CCC(C)C(=O)Nc1nnc(-c2cccs2)s1 (stereo not given) | 2.2% | 3.9% | 1.8% | 7.4% | -1.9%
CN1/C(=C\C(=O)C[n+]2ccc(C(=O)c3ccccc3)cc2)C(C)(C)c2ccccc21 | 77.7% | -3.8% | 0.6% | -22.4% | 7.85µM*
O=S(=O)(CCN1CCOCC1)c1ccc(Oc2ccc(S(=O)(=O)CCN3CCOCC3)cc2)cc1 | 56.2% | 0.0% | i | 3.2% | 4.1%
C=C(c1ccccc1)P(=O)(O)O | 0.8% | 0.7% | 0.8% | 4.2% | -2.0%

Carrying on.
SMILES | tuberculosis growth | influenza NS1A | inhibitors of VEEV | PhoP GFP inhibition | H37Rv inhibition | others
CCC(OC(=O)C1=Cc2ccccc2OC1)C(=O)NCc1ccco1 (stereo not given) | 23.4% | 3.5% | 0.6% | -1.3% | 2.9%
CN(C)c1ccc(/C=N/NC(=O)c2ccc3c(c2)OCCO3)cc1 | 5.8% | -0.1% | 2.2% | -7.3% | -6.0%
CCc1nn2cc(C(=O)c3ccccc3O)cnc2c1-c1ccc(F)cc1 | 29.2% | 14.5% | ? | -4.1% | 0.3%
Cc1sc2nc(SCC(=O)N3CCCC3)[nH]c(=O)c2c1C | nt | 6.8% | 0.8% | -10.4% | -4.2%

Fetched by compound from the entries so far:
SMILES | tuberculosis growth | influenza NS1A | inhibitors of VEEV | PhoP GFP inhibition | H37Rv inhibition | others
CCc1nn2cc(C(=O)c3ccccc3O)cnc2c1-c1ccc(F)cc1 | 29.2% | 14.5% | ? | -4.1% | 0.3%
CN(C)c1ccc(/C=N/NC(=O)c2ccc3c(c2)OCCO3)cc1 | 5.8% | -0.1% | 2.2% | -7.3% | -6.0%
